Screens (PubChem)
esBAF inh: SWI/SNF esBAF complex inhibition; mouse ES cells, Bmi1-luciferase knock-in reporter, 24 h; 100% = twice the neutral-well signal; reporter increase, % at 12.5 µM; 350,000 tested, 2% active; in the data active means activation above about 40%;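 further: 0% = median of the plate's neutral control wells and 100% = double that signal; a rise in the Bmi1 reporter signal indicates esBAF inhibition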
EWS-Fli inh: blocks EWS/Fli oncoprotein-driven transcription; A673 NR0B1-luciferase reporter, viability-normalised; inhibition, % at 12.6 µM; 350,000 tested, 0.67% active; AID 651661;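 active means mean inhibition of at least 50% after viability correction, with every replicate also passing that limit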;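 further: firefly luciferase signal divided by Alamar Blue viability fluorescence both relative to DMSO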
S100A4 MyoIIA: S100A4-myosin IIA interaction inhibition | inhibition, % at 10.7 µM | S100A4/TAMRA-MyoIIA peptide fluorescence polarization | 360,000 tested, 0.14% active | P26447;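 active means mean inhibition of at least 70% across replicates, with every replicate also reaching that level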
Target sequence (P26447 whole entry, looked up): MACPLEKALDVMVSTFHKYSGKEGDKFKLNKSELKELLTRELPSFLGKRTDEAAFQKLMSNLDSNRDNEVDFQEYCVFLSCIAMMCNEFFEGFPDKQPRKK
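Test system: S100A4 monomer protein. Medium: HEPES buffer with Ca2+, pH 7.2. Reagent: fluorescent myosin IIA peptide, 5 nM. Compound dosing: single-point compound testing. Timing: 5 min between mix addition and reading. Benchmarks: DMSO neutral and TFP positive wells.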
XiGFP reactiv: X-chromosome reactivation activator | XiGFP mouse fibroblasts, % GFP-positive cells imaging, 3 d; cells co-treated with 5-aza-dC sensitizer; scaled so ellipticine positive control = 100% | activation, % at 7.58 µM | 360,000 tested, 0.055% active;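 active means mean normalized replicate activation at least 10% and every replicate at or above 10%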;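 further: 0% = median of on-plate neutral control wells and 100% = ellipticine 6 µM median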
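assay system = SV40-immortalized XiGFP fibroblast cells, line 68-5-11 | buffer or medium = DMEM plus 5-aza-dC sensitizer | doses = single-point pinned compound dosing | times = 3-day compound exposure, then 15 min fixation at room temperature | benchmarks = positive control ellipticine, 6 µM final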
FN deposition inh: fibronectin deposition inhibition; AH1F fibroblasts, Alexa488-fibronectin deposition fluorescence, overnight; inhibition, % at 12.6 µM; 350,000 tested, 0.086% active;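 active means mean inhibition across replicates of 30% or more, regardless of how many single replicates reach that level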;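 further: positive control wells lacked labelled fibronectin entirely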
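material = AH1F fibroblast monolayer depositing Alexa488-labelled fibronectin into matrix | amount = 10000 AH1F cells/well | buffer or medium = DMEM plus 2% serum, read in PBS | incubation = 1 h cell adhesion before compound, then overnight fibronectin incubation | detection = fluorescence at 485 nm excitation, 525 nm emission | evaluation = percent inhibition as loss of matrix-bound fibronectin fluorescence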
RAD52 anneal inh: RAD52 (human) annealing inhibition; 360,000 tested, 0.46% active; inhibition, % at 18.7 µM; AID 651710; recombinant RAD52 DNA annealing, FRET fluorescence;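 active means every replicate showing at least 50% inhibition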
RAD54 inh: RAD54 (human) branch migration inhibition | Q92698 | RAD54 Holliday junction branch migration, FAM/BHQ fluorescence | inhibition, % at 10.4 µM | 360,000 tested, 0.14% active;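 active means mean normalized replicate activity at least 40 and at least half of replicates scoring 40 or more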;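 further: 0% = median of neutral control wells and 100% = median of positive control wells; inhibitors cause a drop in the FAM fluorescence signal; in these data hits start at about 50%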
Target sequence (Q92698 whole entry, looked up): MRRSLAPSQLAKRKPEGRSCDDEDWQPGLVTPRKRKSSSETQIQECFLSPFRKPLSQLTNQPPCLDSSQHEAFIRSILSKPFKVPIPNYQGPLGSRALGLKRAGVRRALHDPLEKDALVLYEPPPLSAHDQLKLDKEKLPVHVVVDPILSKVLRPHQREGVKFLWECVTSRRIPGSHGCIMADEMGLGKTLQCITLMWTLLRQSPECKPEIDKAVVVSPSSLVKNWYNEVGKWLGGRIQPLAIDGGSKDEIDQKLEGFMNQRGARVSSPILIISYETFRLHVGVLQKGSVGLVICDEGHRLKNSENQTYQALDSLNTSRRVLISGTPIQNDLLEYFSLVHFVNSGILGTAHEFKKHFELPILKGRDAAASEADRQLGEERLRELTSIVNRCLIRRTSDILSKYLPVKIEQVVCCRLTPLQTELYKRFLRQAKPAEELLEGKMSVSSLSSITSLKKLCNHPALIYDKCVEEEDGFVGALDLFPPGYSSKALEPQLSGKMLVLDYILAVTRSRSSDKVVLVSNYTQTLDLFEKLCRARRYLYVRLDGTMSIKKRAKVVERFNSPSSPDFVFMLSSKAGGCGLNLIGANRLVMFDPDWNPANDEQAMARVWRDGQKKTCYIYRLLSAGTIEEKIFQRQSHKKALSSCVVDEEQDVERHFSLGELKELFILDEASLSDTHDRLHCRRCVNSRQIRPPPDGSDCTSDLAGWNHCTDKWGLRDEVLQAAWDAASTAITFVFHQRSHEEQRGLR
E-selectin induc: E-selectin induction on HUVECs. HUVEC E-selectin immunofluorescence imaging; normalized: neutral wells 0, TNF-alpha wells 100. P16581. AID 686992. activation, % at 7.58 µM. 260,000 tested, 0.37% active;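 active means mean E-selectin-positive cell signal at least 10% of the positive control, reached in at least 60% of replicates, without over 20% cell loss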;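 further: in these data hits start at about 27%; measured in HUVEC primary endothelial cells; signal is the percent of cells scored E-selectin positive by PE staining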
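System: HUVEC / Compound: single concentration / Signal: immunofluorescence imaging / Read-out: percent E-selectin-positive cells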
Active calls of the source: *; · = no result given. Random draw from the library; 3% or so of the library scored in one or more.

Start of the data: the first 2 entries, to show the layout:
SMILES	esBAF inh	EWS-Fli inh	S100A4 MyoIIA	XiGFP reactiv	FN deposition inh	RAD52 anneal inh	RAD54 inh	E-selectin induc
COc1ccc(NC(=O)CN(C)C(=O)c2cccc(S(=O)(=O)Nc3ccc(F)cc3)c2)cc1	3	-7	-1	0.1	1	1	-5	-0.1
Cc1ccc2cc(C3CC(c4cccs4)=NN3S(C)(=O)=O)c(Cl)nc2c1 (stereo unspecified)	·	-2	-2	-0.1	-3	-23	·	·

The whole of this part, from the first entry:
SMILES	esBAF inh	EWS-Fli inh	S100A4 MyoIIA	XiGFP reactiv	FN deposition inh	RAD52 anneal inh	RAD54 inh	E-selectin induc
COc1ccc(NC(=O)CN(C)C(=O)c2cccc(S(=O)(=O)Nc3ccc(F)cc3)c2)cc1	3	-7	-1	0.1	1	1	-5	-0.1
Cc1ccc2cc(C3CC(c4cccs4)=NN3S(C)(=O)=O)c(Cl)nc2c1 (stereo unspecified)	·	-2	-2	-0.1	-3	-23	·	·
Cc1nn2c(-c3ccc(S(=O)(=O)N4CCN(CCO)CC4)o3)nnc2c2ccccc12	16	0	-1	0.0	8	11	-1	·
COc1ccccc1CNC(=O)C[C@@H]1CC[C@H]2[C@@H](COC[C@@H](O)CN2C(=O)Nc2ccccc2)O1	6	3	8	0.1	-4	-11	7	0.0
N#Cc1ccccc1Sc1ccccc1C(=O)NCC(c1ccco1)N1CCCCC1 (stereo unspecified)	6	-5	-15	0.3	-3	-21	10	0.4
COc1ccc(-c2ccc([C@H]3[C@@H](CO)N4C(=O)CN(C(=O)Cc5ccccn5)C[C@@H]34)cc2)cc1	·	2	36	0.0	-20	-8	·	-0.1
CC(=O)c1ccc(NC(=O)Cn2cnc(S(=O)(=O)N3CCC(C)CC3)c2)cc1	-10	·	3	-0.1	-7	-1	11	·
C[C@H]1CN([C@@H](C)CO)C(=O)c2cccc(NC(=O)c3ccncc3)c2O[C@H]1CN(C)Cc1ccc(Cl)c(Cl)c1	-2	1	4	0.1	·	9	-10	-8.5
Cc1ccc(C)c(NC(=O)c2cc(-c3ccccc3O)n[nH]2)c1	65*	-51	-11	0.1	-5	-11	-20	·
CCC(C)N(C(=O)COC(=O)C1CCN(S(=O)(=O)c2ccc(C)c(C)c2)CC1)C1CCS(=O)(=O)C1 (stereo unspecified)	·	-7	0	0.5	5	3	·	·
CCOc1ccc(NC(=S)N2CCCC2)cc1	13	·	0	0.2	·	-4	-2	0.3
C[C@H]1CN([C@@H](C)CO)C(=O)c2cccc(NC(=O)Nc3ccc4c(c3)OCO4)c2O[C@H]1CN(C)S(=O)(=O)c1cn(C)cn1	-2	-6	1	0.2	5	10	8	0.0
O=C(C[C@@H]1C[C@H]2c3cc(NC(=O)c4cccnc4)ccc3O[C@H]2[C@@H](CO)O1)NCc1ccccc1	4	-2	5	0.2	14	-4	3	-0.6
Cc1oc2c(C)c3oc(=O)c(CCC(=O)N[C@@H](CC(C)C)C(=O)O)c(C)c3cc2c1C	·	10	-1	0.0	1	9	·	0.0
O=C(C1CCCC1)N1CC2(C1)[C@@H](c1ccccc1)[C@H](CO)N2C(=O)c1cccnc1	·	1	0	0.0	0	-1	·	0.1
C[C@@H]1CN([C@H](C)CO)C(=O)c2cccc(NS(=O)(=O)c3ccc(F)cc3)c2O[C@@H]1CN(C)Cc1ccc2c(c1)OCO2	-1	-11	13	-0.3	·	2	-15	0.8
NS(=O)(=O)c1cc(C(=O)NCC2CCCCC2)ccc1Cl	2	-11	2	-0.1	10	-7	-3	0.7
Nc1nc(NCCc2ccccc2)nc(NCCO)c1[N+](=O)[O-]	-1	-22	2	0.0	9	-15	2	0.5
COc1ccc(CCN2CC(C(=O)OC(C)C(=O)Nc3cccc(Cl)c3)CC2=O)cc1OC (stereo unspecified)	1	4	-3	0.2	·	-8	-10	0.1
CC(=O)NC(CSc1cc(C)nc2ccc(Br)cc12)C(=O)O (stereo unspecified)	-1	6	6	-0.1	3	-31	3	4.3
Cc1ccc(CNC(=O)CN(C(=O)C2(C)CC(=O)N=C3C=CC=CN32)c2ccc(F)cc2)cc1 (stereo unspecified)	-1	-14	0	0.0	7	-6	1	·
c1ccc(C2NCCNC2c2ccccc2)cc1 (stereo unspecified)	·	8	-7	-0.1	1	-20	4	-0.8
CSc1nsc(SCC(=O)Nc2ccc(Cl)c(C(=O)O)c2)n1	0	-7	-7	0.2	-3	-13	-4	·
COCCCN1CN(Cc2ccccc2)CNC1=S	·	9	-4	0.0	2	-7	·	-1.2
Cc1cnc(C)c(N2CCN(C(=O)C3CCC(=O)N(CCc4cccc(F)c4)C3)CC2)n1 (stereo unspecified)	·	·	-4	-0.1	5	-11	4	-0.4

13 entries out of the list, ordered by length of the SMILES, highest first.
SMILES	esBAF inh	EWS-Fli inh	S100A4 MyoIIA	XiGFP reactiv	FN deposition inh	RAD52 anneal inh	RAD54 inh	E-selectin induc
C[C@H]1CN([C@@H](C)CO)C(=O)c2cccc(NC(=O)c3ccncc3)c2O[C@H]1CN(C)Cc1ccc(Cl)c(Cl)c1	-2	1	4	0.1	·	9	-10	-8.5
O=C(C[C@@H]1C[C@H]2c3cc(NC(=O)c4cccnc4)ccc3O[C@H]2[C@@H](CO)O1)NCc1ccccc1	4	-2	5	0.2	14	-4	3	-0.6
COc1ccccc1CNC(=O)C[C@@H]1CC[C@H]2[C@@H](COC[C@@H](O)CN2C(=O)Nc2ccccc2)O1	6	3	8	0.1	-4	-11	7	0.0
Cc1ccc(CNC(=O)CN(C(=O)C2(C)CC(=O)N=C3C=CC=CN32)c2ccc(F)cc2)cc1 (stereo unspecified)	-1	-14	0	0.0	7	-6	1	·
Cc1oc2c(C)c3oc(=O)c(CCC(=O)N[C@@H](CC(C)C)C(=O)O)c(C)c3cc2c1C	·	10	-1	0.0	1	9	·	0.0
Cc1cnc(C)c(N2CCN(C(=O)C3CCC(=O)N(CCc4cccc(F)c4)C3)CC2)n1 (stereo unspecified)	·	·	-4	-0.1	5	-11	4	-0.4
COc1ccc(CCN2CC(C(=O)OC(C)C(=O)Nc3cccc(Cl)c3)CC2=O)cc1OC (stereo unspecified)	1	4	-3	0.2	·	-8	-10	0.1
Cc1nn2c(-c3ccc(S(=O)(=O)N4CCN(CCO)CC4)o3)nnc2c2ccccc12	16	0	-1	0.0	8	11	-1	·
N#Cc1ccccc1Sc1ccccc1C(=O)NCC(c1ccco1)N1CCCCC1 (stereo unspecified)	6	-5	-15	0.3	-3	-21	10	0.4
Cc1ccc(C)c(NC(=O)c2cc(-c3ccccc3O)n[nH]2)c1	65*	-51	-11	0.1	-5	-11	-20	·
Nc1nc(NCCc2ccccc2)nc(NCCO)c1[N+](=O)[O-]	-1	-22	2	0.0	9	-15	2	0.5
NS(=O)(=O)c1cc(C(=O)NCC2CCCCC2)ccc1Cl	2	-11	2	-0.1	10	-7	-3	0.7
CCOc1ccc(NC(=S)N2CCCC2)cc1	13	·	0	0.2	·	-4	-2	0.3

(listing goes on)
SMILES	esBAF inh	EWS-Fli inh	S100A4 MyoIIA	XiGFP reactiv	FN deposition inh	RAD52 anneal inh	RAD54 inh	E-selectin induc
COC(=O)c1ccc(NC(=O)CCN2C(=O)NC(C)(C)C2=O)cc1	3	-4	2	-0.7	3	0	-3	-0.4
CCNc1nc(NCC)n2c(SCC(=O)NC34CC5CC(CC(C5)C3)C4)nnc2n1	-6	·	·	0.2	3	·	-3	·
Cc1noc(C)c1CSCC(=O)N(C)CC(=O)Nc1ccc(Cl)c(C(F)(F)F)c1	·	16	-2	0.0	5	-9	3	0.1
COc1ccc(OC)c(S(=O)(=O)Nc2ccc(-c3ccc4nnc(C)n4n3)cc2)c1	·	31	-3	0.0	-1	-9	·	-0.3
O=C(O)/C=C/c1cccc(NC(=O)c2ccccc2)c1	-2	8	1	·	3	-6	-12	-0.5
CN1C(=O)c2cc(NC(=O)Cc3cccs3)ccc2OC[C@@H]2O[C@@H](CC(=O)N[C@H]3CCN(Cc4ccccc4)C3)CC[C@H]21	3	0	5	0.4	4	30	1	0.0
